# TTR transcr act = activators of transthyretin transcription; AID 1117267; 92,000 tested, 1.3% active; SH-SY5Y TTR promoter Gaussia luciferase, luminescence; 100% = recombinant luciferase protein wells; activation, % at 16.7 µM;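 active means activation above the mean of all tested compounds plus 3 SD, cut at about 9.5% in these data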;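 further: cells exposed to compounds for one day before reading; 0% = median of all test compound wells on the plate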
# * hit, by the source's call.
SMILES,TTR transcr act
COc1ccc(Cc2noc(-c3ccccc3)n2)cc1OC,-0.7
Cc1csc(SCC(=O)NC(=O)C2CCCCC2)n1,1.5
COCCCn1c(=S)[nH]c2sc3c(c2c1=O)CCCC3,2.1
O=C(C=Cc1ccccc1)c1cccs1,-0.4
Cc1ccc(NC(=O)[C@H](Cc2ccccc2)NC(=O)CC[C@H]2O[C@@H](n3ccc(=O)[nH]c3=O)[C@H](O)[C@@H]2O)cc1C,1.4
COc1ccc(CCC(=O)Nc2ccc(C)c([N+](=O)[O-])c2)cc1,3.0
Cc1onc(-c2ccccc2)c1CNS(=O)(=O)c1ccccc1,2.8
COC(=O)C1CCN(Cc2ccc(OCCCN3CCN(c4ccc([N+](=O)[O-])cc4)CC3)cc2)CC1,-3.1
O=C(C1CCCCN1S(=O)(=O)c1ccccc1)N1CCCCC1 (stereo not given),0.9
CCCCNC(=O)Cn1c(=O)n(C)c2ccccc21,-0.2
CNC(=S)NCCc1ccc(OC)cc1,0.1
CCS(=O)(=O)c1nc2ccccc2n1Cc1ccccn1,1.9
CCOC(=O)N1CCN(Cc2nc(Cc3cccc(C(F)(F)F)c3)no2)CC1,-1.6
COc1ccc(S(=O)(=O)c2c(O)c3ccc(C(=O)Nc4ccc(F)cc4F)cc3[nH]c2=O)cc1,-2.8
CCOC(=O)/C=c1/s/c(=C/c2ccc3cc(OC)ccc3c2)c(=O)n1CC(=O)NCc1ccc2c(c1)OCO2,-1.0
CC(C)C(C)NC(=O)COc1ccc(OCc2ccccc2)cc1 (stereo not given),-0.7
COc1ccc2c(c1)C(=O)CC(c1ccccc1F)O2 (stereo not given),0.2
CCOC(=O)CC1COCCN1C(=O)c1cc(COc2ccccc2SC)on1 (stereo not given),-3.2
Cc1cc(C)n2nc(SCC(=O)Nc3ccc(F)cc3[N+](=O)[O-])nc2n1,1.3
CC(=O)OCc1cc(=O)n(C)c(=O)n1C,1.4
CCN(CC)S(=O)(=O)c1ccc(NC(=O)c2ccc(N3CCCC3=O)cc2)cc1,-2.7
O=C1c2ccccc2-c2onc3c(N4CCN(CCO)CC4)cc(N4CCN(C(=O)c5ccco5)CC4)c1c23,-0.3
CCOc1nc2ccccc2nc1NS(=O)(=O)c1ccc(Cl)cc1,-0.8
Cc1ccc(N2CCN(C(=O)C(=O)c3ccc(F)c(F)c3)CC2)cc1,2.0
CC1CCN(C(=O)CSc2nc(N)cc(N)n2)CC1,-0.6
Cc1cc(NCCCn2ccnc2)n2nc(-c3ccc(F)cc3)cc2n1,0.1
CCCn1nnc(NC(=O)c2ccc(-c3ccccc3)cc2)n1,-3.2
CCOC(=O)c1ccc(CSc2nnc(N)s2)cc1,0.0
CCC1CCCCN1CCCNC(=O)Cn1nc(-c2ccccc2)ccc1=O (stereo not given),0.4
CC(C)C(=O)NC(c1ccc(N(C)C)cc1)c1c(O)ccc2ccccc12 (stereo not given),-0.1
Cc1cccc(NC(=O)CSc2nnc(CCNC(=O)OC(C)(C)C)o2)c1C,-0.5
COC(=O)c1cn(-c2ccccc2)nc1-c1ccncc1,-3.3
CC(=O)c1c(C)[nH]c(C(=O)NCc2ccc(C)cc2)c1C,2.2
O=C1CN(C(=O)COC(=O)/C=C/c2ccc(F)cc2)c2ccccc2N1,0.2
CN(C)C=Nc1ccc(Cl)c(Cl)c1,1.0
CCc1cccc(C)c1NC(=O)c1cccc(N(C)C)c1,3.3
Cc1cc2c(s1)c1cnn(Cc3ccc(F)cc3F)c(=O)c1n2C,0.6
COc1ccc(-c2noc(-c3ccccc3C(=O)N3CCOCC3)n2)cc1,-0.1
C=CCC1(CC=C)CCCN1C(=O)Cn1nnnc1CN(C)C(C)C,-0.9
CC1=C(C(=O)N(C(C)C)C(C)C)CC(CC(=O)NCCCN(C)C)C(=O)N1CCC1=CCCCC1 (stereo not given),2.4
O=C(Nc1nnc(CCc2ccccc2)s1)c1cccc(F)c1,-0.8
CC(C)(CNS(=O)(=O)c1cccs1)N1CCOCC1,0.2
COc1ccc(CN(C)S(=O)(=O)c2nnc(NC(=O)c3cccc(C)c3)s2)cc1OC,-2.4
Cc1ccc2nc(SCC(=O)N/N=C/c3ccc(C(=O)O)cc3)cc(C)c2c1,2.0
O=C(CSc1nnnn1Cc1ccccc1)NC1CCCCC1,-0.4
CCc1ccc(C2NC(=S)NC3=C2C(=O)CCC3)cc1 (stereo not given),0.2
Cc1ccc(S(=O)(=O)n2c(N)nc3cc(C)c(C)cc32)cc1,1.9
CCC(=O)NC(=S)Nc1ccc(-c2nc3ccccc3s2)cc1,1.8
CCOC(=O)/C(C#N)=C/C1=C(N2CCCC2)CC(C)(CC)OC1 (stereo not given),2.9
O=c1[nH]nc(Cc2ccccn2)c2ccccc12,4.0
Cn1cccc1/C=C1\SC(=Nc2cccc(O)c2)NC1=O,-2.0
CN1CCN(C2CCCCCC2)CC1,-0.4
COc1ccccc1-n1cnnc1SCc1csc(-c2ccccc2)n1,3.0
Cc1ccc(CSC2=Nc3ccccc3C3=NC(CCC(=O)NCc4ccco4)C(=O)N23)cc1 (stereo not given),-0.4
COc1ccc(-c2nc(SCC(=O)NCc3ccco3)c(-c3ccccc3)[nH]2)cc1OC,-1.2
COC(=O)c1ccc(/C=N/Nc2nc(C)c(C)s2)cc1,-0.6
COc1cc(CNC2CCCCC2OC)cc(OC)c1 (stereo not given),1.2
O=C(N[C@@H]1CC[C@H]2SC[C@H](C(=O)O)N2C1=O)OCC1c2ccccc2-c2ccccc21,-5.3
CC1=C(C(=O)OCc2ccc([N+](=O)[O-])cc2)N2C(=O)C(NC(=O)Cc3ccccc3)C2SC1 (stereo not given),3.8
COc1ccc(NC(=S)NCCCN2CCOCC2)cc1,1.2
# (listing goes on)
SMILES,TTR transcr act
CCOC(=O)CSc1nc(N)nc(C)c1Br,0.5
COC1CCN(C(=O)c2cc(COc3ccc(-n4cncn4)cc3)on2)CC1,-0.5
Cn1nc(C(=O)NCC(c2cccs2)N2CCOCC2)c2ccccc2c1=O (stereo not given),-0.6
Cc1ccc(C)c(-c2nnc(NC(=O)CCS(=O)(=O)c3ccc(F)cc3)o2)c1,-1.3
O=c1c2cc(-c3ccccc3)sc2nc2n1N=C(c1ccccc1)CS2,-0.2
COc1ccccc1CNC(=O)c1ccc2nc(N3CCOCC3)sc2c1,-1.1
O=C(c1ccccc1F)N1CCC2CC1c1cc(-c3ccc4c(c3)OCO4)ccc12 (stereo not given),0.1
CCCNC(=O)OCC12CC3CC(CC(C3)C1)C2,-0.2
O=C(NCc1ccco1)c1nnc(Cc2ccc(F)cc2)o1,-0.4
O=C(O)CC/C(=N\Nc1ccc(S(=O)(=O)N2CCCC2)cc1[N+](=O)[O-])c1cccs1,2.6
COc1ccc(NC(=O)CSc2n[nH]c(C(C)C)n2)c([N+](=O)[O-])c1,-0.6
COc1ccc(CN2CCC(Cc3ccccc3)CC2)cc1OC,-0.5
Cn1nc(C(=O)Nc2nc3ccccc3[nH]2)c2ccccc2c1=O,-0.6
COc1ccc(C2C(C#N)=C(N)Oc3c2c(C)nn3-c2ccccc2)cc1Cn1nc(C)c([N+](=O)[O-])c1C (stereo not given),0.2
O=C(c1ccccc1)c1ccc(OCC(O)CNC2CCCc3ccccc32)cc1 (stereo not given),0.1

# Ordered by value in TTR transcr act (lowest first): 6 from the list above.
SMILES,TTR transcr act
Cc1ccc(C)c(-c2nnc(NC(=O)CCS(=O)(=O)c3ccc(F)cc3)o2)c1,-1.3
C=CCC1(CC=C)CCCN1C(=O)Cn1nnnc1CN(C)C(C)C,-0.9
O=c1c2cc(-c3ccccc3)sc2nc2n1N=C(c1ccccc1)CS2,-0.2
O=C(c1ccccc1)c1ccc(OCC(O)CNC2CCCc3ccccc32)cc1 (stereo not given),0.1
CCc1ccc(C2NC(=S)NC3=C2C(=O)CCC3)cc1 (stereo not given),0.2
CCOC(=O)CSc1nc(N)nc(C)c1Br,0.5

# The list goes on.
SMILES,TTR transcr act
CCCCN1CN=C(Nc2nc3ccccc3o2)NC1,-2.6
N#C/C(=C\Nc1ccc(Cl)cc1)S(=O)(=O)c1ccccn1,5.3
CC1(O)CC(C)(C)C(C#N)C(=O)N1 (stereo not given),5.3
CCCN1CCN(C(=O)Nc2cccc(C(F)(F)F)c2)CC1,1.9
COc1ccc(-n2c(N)c(C(=O)NCc3cccnc3)sc2=S)cc1,9.9*
C[C@H]1CN([C@@H](C)CO)C(=O)CCCn2nncc2CO[C@@H]1CN(C)C(=O)Cc1ccccc1,3.6
CCOC(=O)Cn1cc(/C=C/[N+](=O)[O-])c2ccccc21,0.9
COc1cccc(NC(=O)CN2C(=O)C(=O)N(C3CCCC3)C2=O)c1,0.6
COc1cccc(CNc2ccc(F)c(Cl)c2)c1O,13.2*
N#CCSc1nnc(Cc2cccs2)n1C1CCCCC1,-0.8
Cc1cc(C(=O)COC(=O)CNC(=O)c2ccc(Cl)c(Cl)c2)c(C)n1Cc1ccco1,3.8
Cc1cccc(NC(=O)c2cc(-c3cc(C)cc(C)c3O)n[nH]2)c1,-2.4
O=[N+]([O-])c1ccc(S(=O)(=O)N2CCN=C2SCc2cccnc2)cc1,-1.6
CC1(C)Cc2ccccc2-c2nnc(SCC(=O)N3CCc4ccccc43)n21,2.7
CCCC(=O)NC(=S)Nc1ccc(NC(=O)C(C)C)c(OC)c1,0.1
c1ccc(CCCCNCC2COc3ccccc3O2)cc1 (stereo not given),-0.4
Cc1cc2nc(C3CCN(C(=S)NCC(C)C)CC3)[nH]c2cc1C,-1.5
COc1ccc(Nc2ccnc(Nc3ccc(OC)cc3)n2)cc1,-5.7
O=S(=O)(NC1CC1)c1ccc(S(=O)(=O)N2CCN3CCCC3C2)cc1 (stereo not given),0.5
CCn1cc(C(=O)OCC(=O)Nc2c(C)cccc2C)c(=O)c2ccc(C)nc21,0.9
COc1ccc(C(=O)Nc2cc3c(cc2OC)CCCC3)cc1Br,-2.7
N/C(=N\C(=S)Nc1ccc2c(c1)OCO2)c1ccccc1,2.0
O=C(NCCc1c[nH]c2ccccc12)OCc1cn(Cc2ccccc2Cl)nn1,0.0
CCOC(=O)/C(C(=Nc1ccccc1)Nc1ccccc1)=C(\C)O,-0.6
CCC[C@H]1[C@@H](OC(=O)N2CCOCC2)CC[C@@]23CCCN2C(=O)CCC[C@@H]13,-0.1
COC(=O)c1c(NC(=O)CC2Nc3ccccc3NC2=O)sc(C)c1C (stereo not given),1.7
Cc1ccc(S(=O)(=O)N2CCN(CCO)CC2)cc1-c1nnc2c3ccccc3c(C)nn12,0.1
CN1C(=O)NC(=O)C1c1ccccc1 (stereo not given),0.4
CCCc1nc2ccccc2c(=O)n1NC(=O)c1c(O)c2ccccc2n(C)c1=O,-1.1
Cc1onc(-c2ccccc2Cl)c1C(=O)Nc1cnn(Cc2ccccc2)c1,-0.3
CCC(OCC(O)CN1CCCCC1)c1ccccc1 (stereo not given),-0.2
COc1ccc(CN2C(=NC(=O)c3ccccc3)SC3CS(=O)(=O)CC32)cc1OC (stereo not given),1.1
Cc1[nH]c2ccc(-c3n[nH]c(=S)n3C)cc2c1C,-1.6
NCC(c1ccccc1)(c1ccccc1)c1ccccc1,0.8
CC(=O)c1cnc(Nc2cccc(Cl)c2Cl)s1,-0.8
CNC(=O)c1c(NC(=O)c2ccc(S(=O)(=O)N3CC(C)OC(C)C3)cc2)sc2c1CCN(C(C)C)C2 (stereo not given),-0.4
CCC1=NN(C(=O)c2ccccc2Br)C(O)(c2ccc(Br)cc2)C1 (stereo not given),-0.7
Cc1ccc2oc(=O)cc(CN3CCN(C/C=C/c4ccccc4)CC3)c2c1,3.2
COc1nc(NC2OC(CO)C(O)C(O)C2O)c(N)c(=O)[nH]1 (stereo not given),5.1
CCN(CC)C(=O)[C@H]1CC(CC(=O)NCCC2=CCCCC2)C(=O)N2CCc3c([nH]c4ccc(OC)cc34)[C@]12C (stereo not given in full),-0.3
COc1ccc(C(OC(=O)c2ccco2)C(=O)NC2CCCC2)cc1OC (stereo not given),-1.0
COc1ccc(NC(=S)NC(NC(C)=O)C(Cl)(Cl)Cl)c([N+](=O)[O-])c1 (stereo not given),-1.3
CS(=O)(=O)c1ccc(C(=O)OCC(=O)NC23CC4CC(CC(C4)C2)C3)cc1[N+](=O)[O-],-1.7
O=C1CC(c2ccc3ccccc3c2)N=C2N(Cc3ccc4c(c3)OCO4)C/C(=C/c3ccccc3)N12 (stereo not given),-0.9
O=C(NNC(=O)c1ccc([N+](=O)[O-])cc1)c1ccc(F)cc1,-2.8

# Pulled by compound from the entries so far (3):
SMILES,TTR transcr act
Cc1ccc2oc(=O)cc(CN3CCN(C/C=C/c4ccccc4)CC3)c2c1,3.2
CCN(CC)C(=O)[C@H]1CC(CC(=O)NCCC2=CCCCC2)C(=O)N2CCc3c([nH]c4ccc(OC)cc34)[C@]12C (stereo not given in full),-0.3
COc1ccc(C(OC(=O)c2ccco2)C(=O)NC2CCCC2)cc1OC (stereo not given),-1.0

# Some of these compounds in order of formula weight, lowest first.
SMILES,TTR transcr act
NCC(c1ccccc1)(c1ccccc1)c1ccccc1,0.8
COc1ccc(CN2C(=NC(=O)c3ccccc3)SC3CS(=O)(=O)CC32)cc1OC (stereo not given),1.1
CCC1=NN(C(=O)c2ccccc2Br)C(O)(c2ccc(Br)cc2)C1 (stereo not given),-0.7

# Other compounds follow:
SMILES,TTR transcr act
CC(=O)Nc1cc(C(F)(F)F)ccc1Oc1cccc(Br)c1,1.0
Cc1ccc(S(=O)(=O)N2CCCc3ccccc32)cc1,-0.6
Cc1c(NC(=O)c2ccc(C(=O)Nc3c(C)n(C)n(-c4ccccc4)c3=O)cc2)c(=O)n(-c2ccccc2)n1C,-0.7
O=C(Cc1ccccc1)N/N=C/c1ccc(OCC(=O)Nc2ccccc2)cc1,-0.1
COc1cc(-n2c(C)nc3cc(C(=O)N4CCOCC4)ccc32)cc(OC)c1OC,2.9
Cc1ccccc1-n1c(-c2ccoc2C)n[nH]c1=S,2.0
Cn1cc([N+](=O)[O-])c(C(=O)Nc2cc(Oc3ccccc3)cc([N+](=O)[O-])c2)n1,0.7
C=CCSc1nc2c(c(=O)[nH]c(=O)n2C)n1CC,3.0
CCC(CC)C(=O)Nc1cc(=O)n(C)c(=O)n1C,-0.8

# Screening results: PubChem BioAssay, The Scripps Research Institute Molecular Screening Center

# Only part of the results is shown; count on the stated rates, not on these rows.
